ASM inhibitor: inhibitors of human secretory acid sphingomyelinase; Potency, µM (highest dose often 57.5 µM), for inactives: at the top dose activity change, negative = inhibition, hits mostly inhibitors; actives 0.006% (n = 340,000); AID 504937; placental ASM, HMU-PC fluorogenic substrate, 60 min; further: potency means the concentration at half of the fitted maximal effect
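Fluorescence read-out (Ex 386 nm, Em 447 nm) after stopping the reaction at pH 10. Enzyme: ASM from human placenta; substrate HMU-PC0, 9 uM final; 60 min, 37 °C. Compound preincubation 10 min, ambient temperature.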
Integrin act MD: activators of alpha7 integrin expression for muscular dystrophy; alpha7betagal myoblasts, beta-gal FDG fluorescence, 48 h; Potency, µM (doses to about 38.3 µM), for the others: at the top dose activation, actives largely listed as activators; actives 0.064% (n = 350,000);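 further: potency means the concentration at half of the fitted maximal effect; 100% = response of the positive control SU9516; nearly all actives have a fitted effect of over 60% in size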
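Alpha7betagal+/- myoblasts (passage 13) were plated 16-24 hr, then exposed to compounds (1:260 dilution of DMSO stock) for 48 hours at 37C. After MPER lysis, β-galactosidase reporter activity was read as FDG fluorescence (ex 480/em 540) after 30 minutes.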
Eya2 inh: inhibitors of human Eya2 phosphatase activity | O00167 | recombinant Eya2, OMFP fluorescence dephosphorylation (OMFP is methylfluorescein phosphate) | Potency, µM (doses to about 76.9 µM), without a hit: at the highest dose activity, negative = inhibition, actives largely listed as inhibitors | actives 0.006% (n = 330,000) | AID 488837; further: potency means the concentration at half of the fitted maximal effect; on the % scale 0 is the no-effect control and ±100 the full control effect
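Eya2 protein (added as 0.2 uM solution) was preincubated with compound for 10 min at ambient temperature in 50 mM HEPES pH 7.5, 50 mM NaCl, 5 uM MgCl2, 0.05% BSA, 1 mM DTT. OMFP (added at 50 uM) then reacted 10 min; fluorescence read at 485/525 nm.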
TRPV1 ag: human TRPV1 agonism | TRPV1-expressing cells, Fluo-8 calcium influx, agonist mode | activation, % at 8.33 µM | actives 0.19% (n = 320,000); in the data active means activation above about 80%; inconclusive means between about 30% and that limit; further: 0% is about no effect
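Cells expressing TRPV1 were dye-loaded with Fluo-8 and read kinetically: 10 s baseline, 3 min after compound (agonist portion), then 2 min after EC20 capsaicin (allosteric enhancer portion). Calcium-bound dye fluorescence at 480/520 nm.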
B2AR arrestin: agonists driving beta-arrestin recruitment to human beta2-adrenergic receptor; P07550; Potency, µM (series often up to 46.1 µM), for the others: at the highest dose activation, hits mostly activators; AID 492947; beta-arrestin recruitment to beta2AR, cell-based reporter; actives 0.02% (n = 330,000);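 further: potency means the concentration at half of the fitted maximal effect; 0% = DMSO controls and full agonism = EC100 isoproterenol or metaproterenol; nearly all actives have a fitted effect of over 65% in size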
Target sequence (P07550 whole entry, looked up): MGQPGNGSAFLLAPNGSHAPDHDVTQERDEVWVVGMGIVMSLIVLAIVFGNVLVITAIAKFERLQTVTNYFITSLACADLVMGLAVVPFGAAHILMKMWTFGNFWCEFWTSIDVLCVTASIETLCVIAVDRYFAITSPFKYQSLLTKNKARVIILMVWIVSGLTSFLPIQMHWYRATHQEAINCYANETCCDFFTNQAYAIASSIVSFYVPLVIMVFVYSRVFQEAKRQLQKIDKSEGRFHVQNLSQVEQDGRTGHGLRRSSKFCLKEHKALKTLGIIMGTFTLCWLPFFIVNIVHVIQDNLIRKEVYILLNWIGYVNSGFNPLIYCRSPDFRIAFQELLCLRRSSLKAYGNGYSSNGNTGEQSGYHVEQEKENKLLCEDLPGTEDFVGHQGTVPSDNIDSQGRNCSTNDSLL
USP2a block: blocks human ubiquitin-specific protease USP2a; O75604; USP2 core, Ub-CHOP2 coupled fluorogenic reporter, 485/531; Potency, µM (top dose mostly 38.3 µM), without a hit: top-dose activity change, negative = inhibition, most hits filed as inhibitors; actives 0.01% (n = 330,000); AID 463254;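 further: potency means the concentration at half of the fitted maximal effect; plate controls were DMSO wells for no effect and full inhibition by NEM control for full effect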
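Cell-free coupled assay: 10nM USP2 core preincubated 30min RT with compound in Tris-HCl pH 8.0/CaCl2/CHAPS buffer, then 25nM Ub-CHOP2 and 25nM reporter substrate; fluorescence (Ex 485/Em 531) read after 60min RT, normalized to NEM inhibition, concentration-response curves fitted.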
p53 reactivator: re-activators of mutant p53; H1299 p53-A138V BP100-luciferase reporter, luminescence, 24 h; Potency, µM (highest dose often 92.2 µM), for the others: top-dose activity change, positive = activation, hits mostly activators; actives 0.063% (n = 320,000); AID 504706; further: potency means the concentration at half of the fitted maximal effect; % of control where 0% means no effect; nearly all actives have a fitted effect of over 45% in size
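p53-null H1299 cells stably carrying temperature-sensitive p53-A138V and a BP100-luciferase reporter were pinned with compounds (4-point, 1:5 series) and held 24 hrs at 37 deg C. Luminescence was read 10 min after detection reagent.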
BRCA1 expr act: BRCA1 expression activation. MCF7-BRCA1-FFLuc reporter, luminescence, 48 h; response scale: scaled: vehicle 0%, 10 µM genistein 100%. Potency, µM (doses to about 46.1 µM), for the others: top-dose activation, actives largely listed as activators. actives 1.1% (n = 380,000). AID 624202; further: potency means the concentration at half of the fitted maximal effect; nearly all actives have a fitted effect of over 80% in size; some results filed as inactive show a strong effect at the top dose
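Cells: MCF7-BRCA1-FFLuc, 2000/well. Exposure: 48 h, 37 °C, 5% CO2. Read: luminescence, 15 min post-substrate. Controls: genistein 10 microM (maximal activation), DMSO (neutral).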
uPA surface inh: blocks generation of uPA at the cell surface; cell surface uPA generation assay, qHTS; Potency, µM (titrated, usually from 38.3 µM), inactives show top-dose activity change, negative = inhibition, most hits filed as inhibitors; actives 0.31% (n = 330,000); active means well fitted inhibition curve with a large enough effect; inconclusive means small, poorly fitted or top-dose-only effect; inactive means no such curve, though single readings can be large or run the other way; tested in mouse RAW 264.7 cells; further: potency means the concentration at half of the fitted maximal effect; on the % scale 0 is the no-effect control and ±100 the full control effect; nearly all actives have a fitted effect of over 55% in size
TSG101-PTAP inh: blocks PTAP/TSG101 interaction to inhibit HIV-1 budding; Fluorescence polarization, FITC-PTAP peptide / Tsg101 binding; Potency, µM (titrated, usually from 115 µM), for the others: at the highest dose activity change, negative = inhibition, usual class: inhibitors; 340,000 tested, under 10 active; Q99816; active means well fitted inhibition curve with a large enough effect in the main read-out, with a control signal flat, not every such curve was filed as active; inconclusive means small, poorly fitted or top-dose-only effect, or effect the other way, or a change in a side signal; inactive means no such curve, though single readings can be large or run the other way; further: potency means the concentration at half of the fitted maximal effect; % of control where 0% means no effect
Target sequence (Q99816 whole entry, looked up): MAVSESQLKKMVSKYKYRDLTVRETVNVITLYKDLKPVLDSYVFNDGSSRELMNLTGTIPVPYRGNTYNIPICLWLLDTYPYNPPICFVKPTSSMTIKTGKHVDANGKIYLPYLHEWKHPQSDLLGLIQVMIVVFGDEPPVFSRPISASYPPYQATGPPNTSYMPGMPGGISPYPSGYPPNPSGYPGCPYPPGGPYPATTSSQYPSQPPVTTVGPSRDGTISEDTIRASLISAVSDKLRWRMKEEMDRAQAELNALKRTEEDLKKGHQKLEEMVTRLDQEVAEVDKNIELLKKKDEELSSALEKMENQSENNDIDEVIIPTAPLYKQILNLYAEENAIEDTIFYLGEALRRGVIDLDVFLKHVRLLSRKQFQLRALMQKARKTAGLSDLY
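Tsg101 binding domain (10 uM final) was mixed with compound and a FITC-labeled PTAP peptide (50 nM final) in HEPES pH 7.5 buffer with NaCl, Tween 20, EDTA and TCEP; fluorescence polarization was read after 20 min at r.t.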
ELG1 genotox: inducers of genotoxicity in HEK293T ELG1-luciferase cells | HEK293T ELG1-luciferase reporter, luminescence, 16 h | AID 504466 | Potency, µM (top dose mostly 46 µM), for inactives: at the highest dose activity change, positive = activation, usual class: activators | actives 1.3% (n = 330,000); further: potency means the concentration at half of the fitted maximal effect; % of control where 0% means no effect; nearly all actives have a fitted effect of over 60% in size
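HEK293T cells expressing luciferase-tagged ELG1 were treated with compound or DMSO for 16 hr at 37°C. Luciferase activity was then read after 30 min with ONE-Glo at room temperature; rising signal flags genetic stress.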
Starred values were filed as active, the others as inactive; i = inactive; u = inconclusive; x = no result given; [ ] = dose if it differs, or a comment. Unless noted, the call rests on the fitted dose curve; in most records, active means well fitted curve in the direction sought with a large enough effect; inconclusive means small, poorly fitted or top-dose-only effect, or another doubt; inactive means no such curve, though single readings can be large; an effect the other way counts as inactive or inconclusive.

SMILES | ASM inhibitor | Integrin act MD | Eya2 inh | TRPV1 ag | B2AR arrestin | USP2a block | p53 reactivator | BRCA1 expr act | uPA surface inh | TSG101-PTAP inh | ELG1 genotox
CCN(CC)S(=O)(=O)c1cccc(-c2nnc(SCC#N)n2Cc2ccccc2)c1 | 0% | -13% | -8% | 6 | -0.1% | 1% | 2% | -1% | 1% | -3% | -24%
Cc1ccc2c(c1)C(=O)C(=O)N2c1ccc(Cl)cc1 | -3% | 25% | 1% | x | -1.0% | 4% | 0% | 24% | 9% | -4% | 3%
Cc1ccccc1NC(=O)C(=O)NCCCN1CCCC1=O | -1% | -3% | 23% | -4 | -0.1% | 5% | 21% | 60% | 1% | 2% | 2%
Cc1ccc(C)c(OCc2nc(-c3cccnc3)no2)c1 | 1% | 11% | -23% | -1 | 0.6% | 1% | 20% | 65% | 6% | -8% | 10%
C/C=C(\C)CN1CCC(n2nccc2NC(=O)c2ccc(OC)cc2)CC1 | -1% | -4% | 3% | 4 | -0.2% | -5% | 2% | 7% | -4% | -3% | 1%
Nc1cc(C(F)(F)F)ccc1Nc1ccccc1 | 0% | -17% | -7% | 6 | -0.4% | 0% | u | -8% | -27% | -4% | -1%
CN1CCN(C(=O)c2ccc(CSc3ccc(Cl)cc3)cc2)CC1 | -3% | -36% | -4% | 23 | -0.2% | 4% | -7% | -28% | 1% | 1% | 3%
O=C(NC12CC3CC(CC(C3)C1)C2)N1CCN(S(=O)(=O)c2ccc(Cl)cc2)CC1 | 0% | 3% | 11% | u | -0.5% | -1% | -2% | -69% | x | -5% | 3%
Cc1cc(C(=O)NN=C2CCCC2)c2ccccc2n1 | 3% | 0% | -5% | 1 | -0.1% | 0% | -2% | -23% | -8% | 0% | -2%
O=C1c2ccccc2-c2c1c1ccccc1c(=O)n2CCO | -14% | -7% | x | x | x | x | x | -27% | -9% | -1% | x
NC(=O)C1CCN(C(=O)CN2C(=O)c3ccccc3S2(=O)=O)CC1 | 3% | 12% | -9% | 1 | 0.0% | 3% | 3% | 1% | x | -3% | 3%
CCCc1cc(NCCCN(C)C)n2c(nc3ccccc32)c1C#N | i | -34% | 10% | 0 | -1.0% | 2% | -7% | 2% | 9% | -4% | -1%
c1ccc2c(c1)OCC(c1nn3cnnc3s1)O2 (stereo not drawn) | 2% | 20% | -35% | 2 | -0.3% | 4% | -4% | -1%[1.84 µM] | -5% | -3% | 11%
COc1ccc(NC(=O)CCc2nc3ccccc3s2)c(OC)c1 | 4% | -14% | 4% | 9 | 0.3% | 1% | 1% | 12% | 5% | -2% | 0%
COC(=O)c1ccc(N2CCC(C)CC2)c(N)c1 | 15% | 16% | 0% | 29 | 0.4% | 5% | 16% | 40% | x | -5% | 18µM*

Part of the list above, with values under each structure:
Order of results – ASM inhibitor | Integrin act MD | Eya2 inh | TRPV1 ag | B2AR arrestin | USP2a block | p53 reactivator | BRCA1 expr act | uPA surface inh | TSG101-PTAP inh | ELG1 genotox
- Cc1ccc(C)c(OCc2nc(-c3cccnc3)no2)c1
→ 1% | 11% | -23% | -1 | 0.6% | 1% | 20% | 65% | 6% | -8% | 10%
- C/C=C(\C)CN1CCC(n2nccc2NC(=O)c2ccc(OC)cc2)CC1
→ -1% | -4% | 3% | 4 | -0.2% | -5% | 2% | 7% | -4% | -3% | 1%
- Nc1cc(C(F)(F)F)ccc1Nc1ccccc1
→ 0% | -17% | -7% | 6 | -0.4% | 0% | u | -8% | -27% | -4% | -1%
- CN1CCN(C(=O)c2ccc(CSc3ccc(Cl)cc3)cc2)CC1
→ -3% | -36% | -4% | 23 | -0.2% | 4% | -7% | -28% | 1% | 1% | 3%

Remaining list, next part:
SMILES | ASM inhibitor | Integrin act MD | Eya2 inh | TRPV1 ag | B2AR arrestin | USP2a block | p53 reactivator | BRCA1 expr act | uPA surface inh | TSG101-PTAP inh | ELG1 genotox
Cc1cc(C)c2c(c1)OC(O)(C(F)F)CC2=O (stereo not drawn) | -1% | 18% | 18% | -1 | 0.4% | 2% | -4% | 2% | 8% | 0% | -4%
CCCCc1ccc(NC(=S)NCc2cccc(OC)c2)cc1 | -3% | 18% | -3% | u | 0.2% | -6% | -3% | 6% | 1% | -2% | -4%
O=C(Cc1ccc(Cl)cc1)Nc1ccc(-c2nnc(-c3ccco3)o2)cc1 | -1% | 8% | 10% | -2 | -0.4% | -2% | -7% | 28% | 2% | -4% | 6%
CC(=O)c1cccc(S(=O)(=O)N2CCC(C(=O)OC3CCOC3=O)CC2)c1 (stereo not drawn) | 0% | -23% | -3% | 1 | -0.2% | 4% | 1% | 0% | -16% | -6% | 3%
COCCCn1c2nc3ccccc3nc2c2c(=O)n(CC3CCCO3)cnc21 (stereo not drawn) | x | 4% | 12% | 5 | -0.5% | 2% | -1% | 4% | 3% | -1% | -4%
CC(C)CCN(Cc1ccco1)S(=O)(=O)c1csc(C(N)=O)c1 | 0% | -36% | 0% | u | 0.1% | -1% | -1% | -14% | -1% | -2% | 0%
CC(C)(C)OC(=O)N1CCC[C@H]1C(=O)Nc1ccc(C#N)cc1 | -1% | 27% | -16% | -1 | -0.9% | 0% | -3% | 24% | -5% | -1% | 0%
CN(CC(=O)Nc1cccc(F)c1)C(=O)CCCNC(=O)c1ccc(Cl)cc1 | -2% | -2% | 23% | 1 | -3.3% | 1% | u | 11µM* | -2% | -1% | 13%
CC(=O)c1ccc(NC(=O)CSc2nnc(Cc3cccn3C)n2-c2ccc(F)cc2)cc1 | -3% | -3% | -18% | -1 | 0.2% | -7% | -5% | -3% | 2% | 1% | -1%
CCOC(=O)CSc1nnc(-c2ccc([N+](=O)[O-])cc2)o1 | 6% | 1% | -1% | 0 | -0.1% | 2% | 0% | 1% | 2% | -1% | -1%
CC(=O)c1cc2c(cc1NC(=O)CSc1nnc(C)s1)OCO2 | 245%[activator] | -18% | 2% | -2 | 0.4% | -2% | -10% | -1% | -3% | -1% | -6%
Cc1ccc(C(=O)N2CCCC2)cc1S(=O)(=O)Nc1cccc(C)c1C | -3% | 22% | -4% | 1 | -0.2% | 2% | -9% | -38% | 4% | -4% | 0%
COc1c(Cl)cnn(-c2ccc(C)cc2)c1=O | -2% | -39%[inhibitor] | 4% | 0 | -0.2% | 2% | u | 39% | 0% | -4% | 0%
CC(C)COc1ccc(S(=O)(=O)NNC(=O)c2cc3ccccc3o2)cc1 | -11% | 0% | 0% | 2 | -0.4% | 4% | -5% | -38% | 0% | -9% | -5%
Cn1c(CCC(=O)O)nc2cc(S(=O)(=O)N3CCCC3)ccc21 | 0% | 5% | 2% | x | 0.0% | 2% | 0% | 1% | 3% | -6% | 2%
COC(=O)[C@@]12CCCCN1[C@H](c1ccc(-c3ccc4c(c3)OCO4)c(OC)c1)[C@@H]1C(=O)N(C)C(=O)[C@@H]12 | -8% | 19% | 10% | 1 | 0.0% | 3% | -8% | -64% | -1% | -11% | -7%
Cc1cc(C)nc(NS(=O)(=O)c2ccc(NC(=O)COc3ccccc3F)cc2)n1 | 8% | -19% | -4% | -1 | 0.4% | 0% | -15% | 13% | 1% | 0% | 0%
Cc1ccc(C(C)C)c(OCC(O)CN2CCOCC2)c1 (stereo not drawn) | 3% | -9% | 10% | 10 | -0.4% | 1% | 3% | 25% | 12% | -3% | -2%
COc1ccc(NS(=O)(=O)c2cccc(C(=O)NN=Cc3ccc(O)c(OC)c3)c2)cc1 | -5% | -22% | -15% | x | -0.6% | 0% | 0% | -20% | -5% | -1% | -2%
Cc1[nH]c2ccccc2c1C(=O)COC(=O)C1CC(O)CN1S(=O)(=O)c1ccc(Cl)cc1 (stereo not drawn) | -5% | 28% | -4% | 1 | 0.4% | 3% | -4% | -11% | 2% | 60%[activator] | -3%
N=c1n(CCO)c2ccccc2n1Cc1ccccc1Cl | 1% | -44% | 9% | 0 | -0.2% | -2% | -17% | -43% | -7% | -1% | -7%
Cc1ccc(C2(CCNC(C)c3cccs3)CCOC(C(C)C)C2)cc1 (stereo not drawn) | 2% | -15% | -12% | 16 | -0.7% | -1% | 2% | -24% | 5% | -3% | 0%

Source: PubChem (National Center for Advancing Translational Sciences (NCATS))

Not a hit list; any-hit rate near 2.6%.
